# Salmonella PhoP GFP: inhibitors of PhoP regulon expression, primary screen, Salmonella Typhimurium, GFP reporter (AID 1863); 0.16% of 300,000 active; inhibition, % at 50 µM; hits with a dose series show IC50 in µM; S. Typhimurium PhoP-regulated promoter GFP reporter, 4 h; higher % means a stronger effect;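 active = inhibition over 29.93%, a cutoff 3 SD above the screen mean, later confirmed by dose response; inconclusive = inhibition over 29.93% but no dose response follow-up; inactive = inhibition at most 29.93% or unconfirmed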;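 also: 0% = low Mg2+ inducing control and 100% = high Mg2+ repressing control; strong numbers were not always called active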
# CSM14.1 death rescue: rescue of cells from ER stress-induced death, primary screen, 384-well, CSM14.1, thapsigargin, ATP luminescence (AID 1222); one-dose cellular ATP content (survival), % at 20 µM; EC50 in µM for titrated hits; 190,000 tested, under 10 active; CSM14.1 thapsigargin-induced death rescue, ATP luminescence; higher % means a stronger effect;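 active = EC50 below 50 µM in the dose-response confirmation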;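 also: death triggered by thapsigargin at about 15 µM added after 2 h compound pretreatment; cell ATP read after overnight thapsigargin exposure of roughly 18 to 22 hours; normalized against plate controls of thapsigargin alone and 5% DMSO vehicle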
# XIAP antagonists: XIAP antagonists, biochemical, IAP family, fluorescence polarization (AID 1018) | 0.007% of 200,000 active | XIAP BIR domain, fluorescence polarization peptide displacement; higher % means a stronger effect | one-dose displacement, % at 20 µM; IC50 in µM for titrated hits; in the data active = displacement above about 50%; also: a part of the inactive calls stands beside numbers as strong as those of hits
# M17LAP inhibition: P. falciparum M17LAP inhibitors, primary screen, biochemical, fluorogenic H-Leu-NHMec substrate, 1536-well (AID 1619). inhibition, % at 30 µM, or IC50 in µM where a hit was titrated. recombinant M17LAP, H-Leu-NHMec fluorogenic kinetic assay; higher % means a stronger effect. 0.38% of 220,000 active;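 active = compound inhibiting the enzyme by more than half at any dose during confirmatory dose-response retesting; inconclusive = strong single-dose inhibitors picked by rank but not retested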;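 also: plate controls were full reaction with DMSO carrier for no effect and no enzyme background for full effect; strong numbers were not always called active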
# human PMI inhibitors: human PMI inhibitors, high substrate, primary screen, biochemical, fluorescence intensity, high mannose 6-phosphate (AID 1220); recombinant PMI enzyme, coupled fluorescence intensity; higher % means a stronger effect; inhibition, % at 20 µM; hits with a dose series show IC50 in µM; 0.66% of 190,000 active; in the data active = inhibition above about 50%
# Yfh1-off respiration: enhancers of respiration in Yfh1-depleted yeast, dose response, Friedreich's ataxia, plus single-dose screen (AID 1465). one-dose fold induction at 50 µM; EC50 in µM for titrated hits. 0.074% of 220,000 active. S. cerevisiae Yfh1-off respiration, WST-1 reduction, 72 h; higher fold induction means a stronger effect;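 active = fold induction of absorbance versus untreated yeast above a set limit, then at least 30% activation at any dose in follow-up; inconclusive = repeats straddling the limit, or above it without dose testing; inactive = fold induction below the set limit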;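 also: activators that raise dye reduction in frataxin-depleted yeast; strong numbers were not always called active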
# West Nile antiviral: West Nile virus antiviral activity, cell-based, CPE readout (AID 1621) | West Nile virus-infected cells, CPE inhibition; higher % means a stronger effect | CPE inhibition, % at 10 µM; hits with a dose series show IC50 in µM | 0.02% of 290,000 active; in the data active = a potency from the dose series; inconclusive = CPE inhibition mostly from about 3.7% at the one dose, without a potency; inactive = the rest, 99 in 100 with CPE inhibition below about 2.2%; also: strong numbers were not always called active
# Siah-1 displacement: Siah-1 peptide-binding antagonists, primary screen, biochemical, fluorescence polarization, rhodamine-plectin, uHTS (AID 1817); Siah-1 / rhodamine-plectin peptide fluorescence polarization; higher % means a stronger effect; displacement, % at 20 µM; hits with a dose series show IC50 in µM; 0.02% of 290,000 active;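 active = displacement of at least 50% at 20 µM, with a fluorescence ratio check between 0.3 and a set limit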;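 also: plate controls were Siah plus tracer with DMSO for no effect and tracer alone without Siah for full effect; strong numbers were not always called active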
# M1AAP inhibition: P. falciparum M1AAP inhibitors, biochemical, fluorogenic H-Leu-NHMec substrate, 1536-well (AID 1445); recombinant M1AAP, H-Leu-NHMec fluorogenic kinetic assay; higher % means a stronger effect; inhibition, % at 30 µM; hits with a dose series show IC50 in µM; 0.42% of 220,000 active;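 active = primary inhibition above the hit cutoff, then over 50% inhibition at one or more dose response concentrations, cut at about 23% in these data, passing the limit was not always enough; inconclusive = conflicting primary data, or primary hits not chosen for dose response; inactive = low primary inhibition, or under 50% at every dose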;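 also: plate controls were DMSO full reaction for no effect and no enzyme background for full effect; strong numbers were not always called active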
# An asterisk follows results filed as active; i = inactive; ? = inconclusive; · = no result given.
item	molecule	Salmonella PhoP GFP	CSM14.1 death rescue	XIAP antagonists	M17LAP inhibition	human PMI inhibitors	Yfh1-off respiration	West Nile antiviral	Siah-1 displacement	M1AAP inhibition
1	Cc1ccc(S(=O)(=O)N(C)C)cc1NC(=S)NC(C)CCC(C)C (stereo unspecified)	-8%	0.8%	-3.2%	-9%	-3%	i	-1.9%	6%	0%
2	Cc1ccc(C)c2c1sc(=NC(=O)CN1C(=O)CCC1=O)n2C	-13%	-0.5%	-1.0%	-2%	-9%	i	1.0%	-3%	6%
3	Cc1ccc2nc(-c3ccc(Br)o3)oc(=O)c2c1	9%	-1.0%	-8.0%	0%	0%	i	-0.1%	1%	3%
4	COc1cc(C(=O)NCCCn2ccnc2)cc(OC)c1OC	0%	1.6%	-2.9%	18%	2%	i	-1.1%	6%	-3%
5	COc1ccc(N(Cc2cc3ccccc3[nH]c2=O)S(C)(=O)=O)cc1	8%	3.8%	-6.2%	12%	-3%	i	-0.6%	5%	3%
6	COc1ccc(C(=O)C2CCCN(C(=O)CCC3=NNC(=O)CC3)C2)c(C)c1 (stereo unspecified)	-2%	1.9%	-3.9%	11%	·	i	-0.4%	0%	4%
7	O=C(CSC1=NC(=O)C(Cc2ccccc2)C(=O)N1)NC1CCCCC1 (stereo unspecified)	-7%	·	0.7%	16%	20%	i	-0.3%	3%	1%
8	Cc1ccc2nc(SCC(=O)O)nc(C)c2c1	10%	-1.9%	-6.2%	13%	-38%	i	0.1%	2%	2%
9	CC(C)OC(=O)C(C)Oc1ccc(C(=O)NCCc2ccccc2)cc1 (stereo unspecified)	-6%	3.0%	-2.7%	3%	-3%	i	0.4%	-4%	3%
10	O=C(NCc1ccc(F)cc1)Nc1cccc([N+](=O)[O-])c1	6%	0.1%	-1.5%	0%	3%	i	-0.1%	11%	-1%
11	CCN(CC)CCCN1C(=O)C(=O)/C(=C(/O)c2ccc3c(c2)OCCO3)C1c1ccc(C)o1 (stereo unspecified)	·	-1.1%	-1.4%	·	18%	·	·	0%	·
12	O=C(Cn1cccc1C(=O)c1ccccc1)NCc1ccc2c(c1)OCO2	-2%	-1.5%	-5.5%	-3%	17%	i	-0.2%	-7%	4%
13	COC(=O)c1cccc(S(=O)(=O)N(Cc2ccco2)Cc2cc3cc(OC)ccc3[nH]c2=O)c1	3%	-0.7%	0.1%	-12%	6%	i	0.5%	-8%	9%
14	OC(COCc1ccccc1)CN1CCN(c2ccccc2F)CC1 (stereo unspecified)	12%	-2.1%	-1.6%	-5%	-2%	i	-0.2%	6%	-1%
15	O=C(CN1C2=NCCN2c2ccccc21)c1ccc2c(c1)OCO2	2%	-2.1%	-3.8%	6%	4%	i	0.0%	0%	18%
16	CCOc1ccc(N2CSC3=C(C#N)C(c4ccco4)CC(=O)N3C2)cc1 (stereo unspecified)	6%	-1.6%	-0.6%	16%	-63%	i	0.2%	-4%	12%
17	COCCNC(=O)c1cc2nc(-c3ccccc3)cc(C)n2n1	1%	-0.1%	-4.3%	-38%	-2%	i	0.3%	16%	0%
18	C=CCN(CC=C)C(=O)c1ccc(OC2CCN(Cc3ccccn3)CC2)cc1	3%	0.5%	-3.5%	6%	-8%	i	-0.8%	8%	4%
19	CC(=O)c1cccc(NC(=O)c2cc3ccccn3n2)c1	9%	-2.3%	-1.6%	11%	-6%	·	·	-1%	-4%
20	O=c1cc(Nc2cccc(Br)c2)[nH]c(=O)[nH]1	2%	1.5%	-5.4%	-1%	8%	i	-0.5%	-2%	8%
21	CC(NC=C1C(=O)OC(C)(C)OC1=O)C(=O)O (stereo unspecified)	6%	-5.5%	0.4%	1%	-10%	i	0.9%	13%	-9%
22	Cc1ccc(NC(=O)CSc2ccc(-c3ccco3)nn2)cc1	-4%	-0.7%	-3.8%	20%	-12%	·	·	14%	5%
23	COCCNC(=O)CN1C(=O)CSc2ncccc21	11%	-1.8%	-4.1%	7%	-9%	i	0.7%	-2%	-8%
24	NC(=S)NN=C1C2CC3CC(C2)CC1C3	9%	-1.3%	-4.7%	1%	-12%	i	0.5%	12%	1%
25	O=C(/C=C/c1ccccc1Cl)NNC(=O)c1cccs1	1%	-0.7%	-5.8%	-7%	8%	i	0.0%	23%	1%
26	O=C(c1ccccc1)c1ccccc1N/C=C/c1nnnn1-c1ccccc1	7%	4.8%	-4.6%	-1%	-4%	i	0.1%	3%	2%
27	O=C(NCCCN1CCN(CCCNC(=O)c2ccccc2F)CC1)c1ccccc1F	7%	-2.2%	-6.8%	3%	0%	i	0.0%	3%	3%
28	O=C(NC1CCCCCC1)c1ccc(OCC2CCCO2)cc1 (stereo unspecified)	-7%	-1.6%	-5.1%	16%	9%	i	-0.6%	2%	7%
29	CCn1c(SCC(=O)C(C)(C)C)nnc1-c1cnccn1	4%	0.4%	-8.8%	16%	20%	i	-0.9%	6%	4%
30	COc1ccc(-c2nn(-c3ccccc3)cc2/C=N/NC(=O)c2ccc3c(c2)OCO3)cc1	-6%	-1.0%	1.0%	-17%	8%	·	·	0%	5%
31	Clc1cccc(-c2cc3nc4c(c(N5CCOCC5)n3n2)CCCC4)c1	-4%	-1.1%	-19%	-9%	13%	i	0.7%	-6%	4%
32	O=C(O)C1CCCN1S(=O)(=O)c1ccc(Cl)c(Cl)c1 (stereo unspecified)	4%	-1.4%	-1.0%	5%	-14%	i	-0.1%	0%	6%
33	COc1ccc(N2CCN(C(=O)Cn3cnc4c(cnn4-c4ccc(C)cc4)c3=O)CC2)cc1	4%	-1.0%	-11%	1%	26%	i	-0.9%	-2%	-6%
34	COC(=O)c1scc2c(=O)cc(C(F)(F)F)[nH]c12	-5%	·	·	-31%	·	i	0.2%	4%	4%
35	NC(=O)CSc1nccn1Cc1ccc2c(c1)OCO2	0%	-0.8%	-5.3%	-5%	1%	i	0.2%	4%	3%
36	COc1cc(NC(=O)C2CCCN2C(=O)C2CCC(C)CC2)cc(OC)c1OC (stereo unspecified)	1%	·	-6.1%	-4%	7%	i	-0.4%	-3%	4%
37	Cc1ccc(S(=O)(=O)NCCCCCC(=O)N(C)C)cc1	13%	-1.3%	-1.9%	-1%	-5%	i	0.0%	-1%	-1%
38	C=CCNC(=O)c1onc(CSc2ccc(F)cc2)c1C(=O)NCCOC	-1%	-1.4%	-2.7%	-1%	-1%	i	0.1%	-6%	2%
39	Cc1ccc(CSc2nnc(-c3ccccn3)n2N)cc1	0%	·	·	-1%	·	i	0.4%	3%	2%
40	COCCn1nnnc1C(c1cc2cccc(C)c2[nH]c1=O)N1CCN(c2ccccc2F)CC1 (stereo unspecified)	-4%	-3.2%	0.9%	12%	-46%	i	-0.2%	3%	4%
41	COc1ccccc1C(=O)N/C(=C\c1ccc(Br)cc1)C(=O)NCCO	4%	-1.4%	-1.7%	16%	5%	i	0.6%	0%	-1%
42	COc1ccc(CNC(=O)c2ccc3nccnc3c2)cc1	-4%	-2.6%	-4.3%	6%	1%	i	-0.9%	2%	3%
43	Cc1ccc(-n2c(Cc3cccs3)nnc2SCC(=O)Nc2ccc(F)c(F)c2)cc1	-3%	1.4%	-4.2%	3%	9%	i	-0.6%	1%	4%
44	Clc1cccc2sc(N3CCN(c4ccccc4)CC3)nc12	8%	-3.8%	-0.2%	-13%	5%	i	-0.9%	1%	2%
45	Cc1ccc(C(=O)OC(C)CN2CCN(C)CC2)cc1 (stereo unspecified)	-3%	·	·	-3%	·	i	-0.1%	-6%	0%
46	Cc1cccc(NC(=S)NC(C)C(c2ccccc2)N2CCN(C)CC2)c1C (stereo unspecified)	2%	·	-6.8%	4%	-4%	i	-0.1%	-2%	2%
47	Cc1cnc([N+](=O)[O-])n1CCOC(=O)NC(=O)c1ccccc1Cl	-4%	1.0%	-5.1%	3%	-9%	i	0.0%	-4%	1%
48	Cc1ccc(/C=N/NC(=O)c2c[nH]c3ccccc23)s1	3%	-2.1%	0.2%	7%	-11%	i	0.1%	2%	22%
49	COc1ccc(C(=O)NC(=S)NNC(=O)c2cnccn2)cc1OC	23%	4.1%	-6.7%	-7%	5%	i	?	-4%	-6%
50	CCOC(=O)C1CCN(c2ccc(C(=O)O)cc2[N+](=O)[O-])CC1	-6%	-0.7%	-2.7%	5%	7%	i	-0.2%	5%	3%
51	CC1CC(CCC(=O)NC(=S)Nc2ccc(S(N)(=O)=O)cc2)C(=O)O1 (stereo unspecified)	-3%	-1.1%	-5.6%	-6%	-1%	i	0.1%	8%	-1%
52	c1ccc(-c2nnsc2-c2nc3ccccc3[nH]2)cc1	8%	-0.4%	-0.5%	5%	7%	i	-0.7%	-2%	0%
53	CN(/C(=N/S(=O)(=O)c1cccs1)c1ccccc1)c1ccc(O)cc1	-8%	-0.8%	-4.7%	-11%	0%	i	0.0%	10%	9%
54	Cc1ncsc1C(=O)N1N=C2/C(=C/c3ccc(N4CCOCC4)cc3)CCCC2C1c1ccc(N2CCOCC2)cc1 (stereo unspecified)	-4%	2.6%	-1.6%	3%	8%	i	-0.1%	-2%	-1%
55	CC(NC(=O)CSc1nnc(-c2cccnc2)n1N)c1ccccc1 (stereo unspecified)	5%	-1.2%	-6.3%	-4%	-6%	i	0.1%	-6%	0%
56	Cc1ccccc1C(=O)Oc1ccc(-c2csnn2)cc1	-7%	·	·	-1%	·	i	0.0%	6%	2%
57	COc1ccc(C2Nc3ccccc3C(=O)N2c2ccc(C)cc2)cc1Cn1nnc2ccccc21 (stereo unspecified)	-8%	-1.4%	-8.2%	10%	7%	i	0.4%	0%	1%
58	COc1ccccc1-n1c(SCC(=O)N(C)C2CCS(=O)(=O)C2)nc2ccccc2c1=O (stereo unspecified)	4%	1.9%	-16%	-3%	2%	i	0.9%	2%	3%
59	CCN(C(=O)CSc1nnnn1C)c1c(N)n(Cc2ccccc2)c(=O)[nH]c1=O	-8%	-0.7%	-4.4%	-3%	-6%	i	-0.3%	-2%	0%
60	Oc1[nH]c2ccccc2c1C=NCC1CCCO1 (stereo unspecified)	-6%	-1.9%	-5.8%	26%	-7%	i	0.2%	-4%	11%
61	O=C(O)C1=C[C@H](c2ccccc2)C[C@H](OCc2ccc(CO)cc2)O1	-2%	-1.9%	-2.3%	-1%	2%	i	0.0%	9%	-1%

# Screens from PubChem.
